DPM-DC inhibit – inhibitors of Streptococcus pneumoniae diphosphomevalonate decarboxylase | purified DPM-DC, PK/LDH coupled NADH fluorescence | calls only at 10 µM | actives 0.49% (n = 65,000) | AID 556;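 active = the 320 compounds with the highest percent inhibition in the single-dose primary screen, excluding strongly autofluorescent ones, cut at about 32% in these data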;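 note: kinetic rate of NADH fluorescence loss reporting ADP formed by the decarboxylase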
Bfl-1 inhibitors – displacement of Bid BH3 peptide from Bfl-1 – biochemical, fluorescence polarization, FITC-Bid, mouse, primary screen (AID 432). actives 0.02% (n = 64,000). displacement, % at 20 µM; hits with a dose series show IC50 in µM. FITC-Bid BH3 peptide fluorescence polarization displacement; higher % means a stronger effect; in the data active = a potency from the dose series; inactive = the rest, 99 in 100 with displacement below about 15%; note: strong numbers were not always called active
LYP inhibition – inhibition of human PTPN22 tyrosine phosphatase – biochemical, DiFMUP fluorescence, recombinant catalytic domain, 10 µM, primary screen (AID 606) | recombinant LYP catalytic domain, DiFMUP fluorescence; higher % means a stronger effect | one-dose inhibition, % at 10 µM; IC50 in µM for titrated hits | 52,000 tested, under 10 active;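 active = IC50 under 40 µM in the dose-response test; inactive = IC50 of 40 µM or more, or never dose-tested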
MK inhibit – S. pneumoniae mevalonate kinase inhibition; purified MK, PK/LDH-coupled NADH absorbance 340 nm; AID 555; actives 0.48% (n = 65,000); inhibition, % at 10 µM;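 active = ranked among the strongest by inhibition in the single 10 µM screen, a fixed top-ranked set picked for dose follow-up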; note: no value below 0 was filed
HT1080 viability – HT1080 cell viability loss – fluorescence readout (AID 620) | HT1080 viability, fluorescence; higher % means a stronger effect | cytotoxicity, % at 10 µM; hits with a dose series show EC50 in µM | actives 0.42% (n = 87,000);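 note: cells exposed to compound overnight then 4 h with Alamar Blue; 0% = vehicle DMSO and 100% = killing control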
Alkaline phosphatase – human TNAP enzyme inhibitors, biochemical, luminescent (AID 518); purified TNAP enzyme, luminescent substrate readout; higher % means a stronger effect; inhibition, % at 20 µM; hits with a dose series show IC50 in µM; actives 0.09% (n = 64,000); in the data active = a potency from the dose series; inactive = the rest, 99 in 100 with inhibition below about 22%;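 note: plate controls were vehicle for no effect and reference inhibitor for full effect; many of its hits are not listed in these tables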
HPDE-C7 viability – HPDE-C7 pancreatic duct cell viability loss – fluorescence, HTS (AID 430); HPDE-C7 pancreatic duct cells viability, fluorescence; higher % means a stronger effect; cytotoxicity, % at 10 µM; hits with a dose series show EC50 in µM; actives 1.8% (n = 63,000);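 note: cells exposed to compound for 48 hours before viability readout; 0% = vehicle and 100% = reference cytotoxic drug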
HPDE-C7K KRASV12 – cytotoxicity in KRAS-transformed pancreatic duct cells, primary screen, cell-based, fluorescence, HTS (AID 431); HPDE-C7K KRASV12 cells, Alamar Blue viability, 48 h; higher % means a stronger effect; cytotoxicity, % at 10 µM; hits with a dose series show EC50 in µM; actives 1.7% (n = 63,000);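 active = compounds whose percent cytotoxicity in the single-dose primary screen, scaled between solvent and toxic-drug controls, exceeds 50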;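 note: 0% = DMSO solvent wells and 100% = doxorubicin-treated wells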
PMK inhibit – S. pneumoniae PMK inhibition | inhibition, % at 10 µM | actives 0.49% (n = 65,000) | AID 539 | purified PMK, PK/LDH-coupled NADH absorbance 340 nm;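 active = top-ranked compounds by inhibition in the single 10 µM screen, taking a fixed number of the strongest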;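 note: 0% = full reaction with DMSO carrier and 100% = background rate without enzyme reaction; no value below 0 was filed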
PMK inhibit pilot replicates – second read-out of PMK inhibit, no call of its own (marks repeat the call); inhibition, %; measured here: pilot screen replicates
MK inhibit pilot replicates – further read-out of MK inhibit, marked with its call; inhibition, %; measured here: pilot screen replicates
DPM-DC inhibit pilot screen % – second read-out of DPM-DC inhibit, no call of its own (marks repeat the call); inhibition, %; measured here: pilot screen trials
Active calls of the source: *; i = inactive; x = no result given. Cut-off read from the data, not from the text of the source, unless noted: active = cytotoxicity above about 50%; inactive = the rest.

SMILES | DPM-DC inhibit | Bfl-1 inhibitors | LYP inhibition | MK inhibit | HT1080 viability | Alkaline phosphatase | HPDE-C7 viability | HPDE-C7K KRASV12 | PMK inhibit | others
COC(=O)C1C(=O)c2c([nH]c(C(=O)OCCSC)c2C)CC1C (stereo unspecified) | i | 6% | x | 6 | -2% | 10% | -13% | 0% | 0
COc1nc(-c2ccccc2)ccc1-c1noc(-c2ccccc2F)n1 | x | 7% | 8% | 4 | 0% | 3% | -7% | -12% | 8
CCOc1ccc(-n2c(SCC(=O)NCc3ccco3)nc3c(c2=O)SCC3)cc1 | i | 0% | 5% | 8 | 26% | 8% | -3% | -3% | 2
C=CCOc1cccc(C2/C(=C(/O)c3ccccc3)C(=O)C(=O)N2CCN2CCOCC2)c1 (stereo unspecified) | i | 1% | 10% | 13 | 13% | 9% | -17% | -22% | 12
COCCNC(=O)CN(Cc1ccc2c(c1)OCO2)C(=O)CCC(=O)Nc1nccs1 | i | -2% | 9% | 7 | -8% | 3% | 6% | 5% | 8
COC(=O)C1CCN(c2nc3ccccc3nc2C(C#N)C(=O)OCC(C)C)CC1 (stereo unspecified) | i | 0% | -9% | 11 | 7% | 11% | x | x | 1
CCc1nn2cc(-c3ccccc3)nc2s1 | i | 3% | 13% | 10 | -5% | 11% | -8% | -5% | 5
COc1ccc(NC(=O)CCS(=O)(=O)c2ccc(OC)cc2)cc1 | i | -4% | 3% | 12 | 3% | 14% | 4% | 6% | 0 | PMK inhibit pilot replicates=2.5;MK inhibit pilot replicates=3.5;DPM-DC inhibit pilot screen %=3.5
CCOC(=O)c1ccc(Nc2cc(C)nc(-c3ccccc3O)n2)cc1 | i | -1% | 6% | 3 | 4% | 10% | 7% | 2% | 7
COc1ccc(S(=O)(=O)N2CCN(C(=O)c3cccc(Cl)c3)CC2)cc1 | i | -2% | 22% | 3 | 2% | 5% | -4% | -2% | 5
CCOc1c(OC)cccc1C1CC(=O)Nc2cc(OC)c(OC)cc21 (stereo unspecified) | i | -14% | -3% | 6 | -2% | 6% | 7% | 4% | 1
Cc1cc(C)n(-c2ccc(N3CCOCC3)nn2)n1 | i | 2% | 13% | 7 | -8% | 16% | -15% | -12% | 9 | PMK inhibit pilot replicates=0.0;MK inhibit pilot replicates=0.5;DPM-DC inhibit pilot screen %=0.0
Cc1cc(C)nc(SCC(=O)NCc2ccco2)n1 | i | 5% | -6% | 4 | 37% | 7% | -11% | 1% | 19
COc1cc2ccccc2cc1C(=O)Nc1ccc(S(=O)(=O)Nc2cc(C)on2)cc1 | i | 0% | x | 0 | x | 5% | 5% | 7% | 8
Cc1nn(Cc2ccccc2Cl)c(C)c1C(=O)N1CCN(c2ccccc2)CC1 | i | -6% | 11% | 2 | -4% | 10% | -5% | 2% | 12

The final 5 compounds of the section before come first, to join the parts.
SMILES | DPM-DC inhibit | Bfl-1 inhibitors | LYP inhibition | MK inhibit | HT1080 viability | Alkaline phosphatase | HPDE-C7 viability | HPDE-C7K KRASV12 | PMK inhibit | others
CCOc1c(OC)cccc1C1CC(=O)Nc2cc(OC)c(OC)cc21 (stereo unspecified) | i | -14% | -3% | 6 | -2% | 6% | 7% | 4% | 1
Cc1cc(C)n(-c2ccc(N3CCOCC3)nn2)n1 | i | 2% | 13% | 7 | -8% | 16% | -15% | -12% | 9 | PMK inhibit pilot replicates=0.0;MK inhibit pilot replicates=0.5;DPM-DC inhibit pilot screen %=0.0
Cc1cc(C)nc(SCC(=O)NCc2ccco2)n1 | i | 5% | -6% | 4 | 37% | 7% | -11% | 1% | 19
COc1cc2ccccc2cc1C(=O)Nc1ccc(S(=O)(=O)Nc2cc(C)on2)cc1 | i | 0% | x | 0 | x | 5% | 5% | 7% | 8
Cc1nn(Cc2ccccc2Cl)c(C)c1C(=O)N1CCN(c2ccccc2)CC1 | i | -6% | 11% | 2 | -4% | 10% | -5% | 2% | 12
Cc1nnc(SC(C)C(=O)Nc2ccc(S(=O)(=O)N3CCCCCC3)cc2)s1 (stereo unspecified) | i | -5% | x | 0 | -3% | -1% | -9% | -1% | 16
C=CCN(C(=O)CCC(=O)O)C1CC(=O)N(c2ccc(OC)cc2)C1=O (stereo unspecified) | i | -2% | x | 4 | -9% | 1% | -4% | 7% | 8
COc1nc(Nc2ccc(OC)c(Cl)c2)nc(OC)n1 | i | -9% | -8% | 2 | 16% | 9% | -12% | -7% | 8
Cc1cc(Nc2ccc(Cl)cc2)n2nnnc2n1 | i | 8% | x | 0 | 6% | 12% | 3% | -4% | 15
O=C(CSc1nc(-c2ccccc2)cs1)Nc1nccs1 | i | 2% | x | 3 | -7% | 2% | -9% | 6% | 15
Cc1ccc(-n2c3c(cc(C(=O)NC4CCSC4=O)c2=O)C(=O)CCC3)cc1 (stereo unspecified) | i | -7% | 16% | 6 | 8% | 13% | 0% | -1% | 0
O=C(OCC(=O)N1CCN(C(=O)c2ccco2)CC1)c1ccccc1OCc1ccc(Cl)cc1 | i | -1% | 15% | 0 | 6% | 12% | -2% | 3% | 9
Cc1nnc(Sc2nc3c(c(=O)[nH]c(=O)n3C)n2Cc2ccccc2)s1 | i | -2% | 10% | 7 | x | 7% | -14% | 5% | 14
CCn1c(SC(=O)NC2CCCCC2)nnc1-c1cccs1 | x | 0% | x | 11 | -3% | 9% | -11% | -5% | 25*
Cc1cccc(N2CCN(C(=O)C3CCN(S(=O)(=O)c4cnc[nH]4)CC3)CC2)c1C | i | -10% | x | 7 | 5% | 3% | 1% | -1% | 16
CC1CN(Cc2ccc(C#N)cc2Cl)CC(C)O1 (stereo unspecified) | i | 7% | 9% | 14 | 4% | 5% | 2% | 1% | 13
CCOC(=O)c1ccc(NC(=O)C2=C(C)Nc3nc(CCCO)nn3C2c2cccc(C)c2)cc1 (stereo unspecified) | i | -7% | x | 6 | x | 7% | -4% | 2% | 0
CCOC(=O)C1CCN(C(c2ccc(OC)c(OC)c2)c2sc3nc(C)nn3c2O)CC1 (stereo unspecified) | i | -2% | 2% | 9 | -6% | 5% | -5% | 0% | 11
CC1=C(C(=O)N2CCCCC2)C(c2cccs2)C2=C(CCCC2=O)N1 (stereo unspecified) | x | 8% | 9% | 0 | -4% | 10% | -6% | 3% | 9 | PMK inhibit pilot replicates=4.0;MK inhibit pilot replicates=3.0
CC12CCC(C(=O)NCc3ccccc3)(OC1=O)C2(C)C (stereo unspecified) | i | -6% | 4% | 1 | -6% | -1% | -14% | -6% | 0
O=C(O)CCN=C1CCCc2ccccc2N1 | i | 4% | x | 5 | -2% | -2% | -12% | -11% | 0
COC(=O)CSc1nnc(CNC(=O)c2cccs2)n1-c1cc(OC)ccc1OC | i | -14% | x | 1 | 1% | 5% | 0% | -2% | 14
COc1ccc(CCNC(=O)C2CCCN2C(=O)NC2CCCCC2)cc1OC (stereo unspecified) | i | -1% | x | 0 | 4% | 12% | -4% | -16% | 8
O=C(CSc1nc2c(c(=O)[nH]1)CCCC2)Nc1ccc(Cl)cc1F | i | -12% | 7% | 0 | 1% | 2% | -14% | -4% | 7
COCCCNS(=O)(=O)c1ccc2c(c1)CCN2C(C)=O | i | 3% | 0% | 0 | 29% | 1% | -6% | 4% | 20 | PMK inhibit pilot replicates=0.0;MK inhibit pilot replicates=4.5;DPM-DC inhibit pilot screen %=0.0
CCCC(C)C1C(C#N)=C(N)Oc2cc(C)oc(=O)c21 (stereo unspecified) | i | 14% | 3% | 3 | 1% | 18% | -2% | 7% | 10 | PMK inhibit pilot replicates=2.0;MK inhibit pilot replicates=0.5;DPM-DC inhibit pilot screen %=4.0
CCOC(=O)N1CCN(Cc2nc3c(c(=O)n(C)c(=O)n3C)n2Cc2cc(C)ccc2C)CC1 | i | 2% | 16% | 5 | -11% | 5% | -16% | -5% | 11
Nc1ccc2c(C(F)(F)F)cc(=O)oc2c1 | x | -6% | 7% | 11 | -9% | 7% | -13% | 4% | 17
Cc1cc(NC(=O)COC(=O)C2CCN(S(=O)(=O)c3ccc(Cl)cc3)CC2)no1 | i | 2% | 13% | 18 | 10% | 6% | -11% | -11% | 2
NC(=O)c1ccc(-c2ccc(Br)cc2)o1 | i | 7% | x | 6 | 14% | 10% | 4% | -8% | 2
COc1ccc(OC)c2sc(NC(=O)c3ccc(Br)s3)nc12 | i | 0% | 7% | 3 | -5% | 8% | -14% | 2% | 7
CSc1nnc(-c2ccccc2)n1C | i | -2% | 5% | 0 | -3% | 7% | -12% | -2% | 7 | PMK inhibit pilot replicates=5.5;MK inhibit pilot replicates=0.0;DPM-DC inhibit pilot screen %=0.0
C=CCOC(=O)C1=C(C)NC(=O)NC1c1ccc(OC(=O)c2ccco2)c(OC)c1 (stereo unspecified) | i | -11% | 10% | 0 | 2% | 8% | -1% | -1% | 3
COc1cc2c(cc1OC)C(c1cccc(OC)c1OC)CC(=O)N2 (stereo unspecified) | i | 1% | 5% | 2 | 0% | 10% | -8% | -10% | 9
O=C(CSc1nnc(Cc2cccs2)n1C1CCCCC1)N1CCN(C(=O)c2ccco2)CC1 | i | 8% | 2% | 0 | -4% | -1% | 5% | 8% | 12
CCOC(=O)c1c(N)sc2c1CCS(=O)(=O)C2 | i | -4% | 17% | 0 | 4% | 3% | 4% | 5% | 14
CCN(CC)CC(=O)N(CC(=O)Nc1c(C)cc(C)cc1C)C1CCCCC1 | i | -7% | -7% | 9 | 3% | 4% | 5% | 10% | 8
COc1cccc(NC(=O)CSC2=C(C#N)C(c3ccco3)C3=C(CCCC3=O)N2)c1 (stereo unspecified) | i | 6% | 0% | 7 | 32% | 9% | 22% | 15% | 4
CCOC(=O)c1ccc2nc(NC(=O)c3ccco3)sc2c1 | i | x | 6% | 8 | -2% | x | x | x | 10
Cc1cc(C)n(C(=O)CCN2C(=O)c3ccccc3C2=O)n1 | i | -1% | x | 9 | -11% | 10% | 2% | 1% | 14
COc1cc(NC(=O)c2ccc(COc3ccccc3Br)o2)cc(OC)c1OC | i | -2% | 3% | 7 | 4% | 14% | 57%* | 69%* | 1
COc1ccc(Br)cc1CNC(=O)C1CCCN(S(C)(=O)=O)C1 (stereo unspecified) | i | -6% | 0% | 12 | -1% | 13% | 5% | -16% | 5 | PMK inhibit pilot replicates=3.5;MK inhibit pilot replicates=0.5;DPM-DC inhibit pilot screen %=1.0
Cc1c(C(=O)N2CC(C)OC(C)C2)sc2nc(-c3ccc(F)cc3)cn12 (stereo unspecified) | i | 7% | 3% | 2 | 10% | -1% | -13% | 2% | 15
Cc1ccc(C)c(-n2c(Cc3cc(=O)[nH]c(=O)[nH]3)nnc2SCC(=O)NCC2CCCO2)c1 (stereo unspecified) | i | 0% | 2% | 2 | 3% | 6% | -1% | -2% | 23
Cc1sc2ncnc(OCC(=O)NCc3cccs3)c2c1C | i | 1% | -2% | 11 | -3% | 4% | 19% | 19% | 12

Screens (PubChem)
